# NCI-60 one-dose screen, 48 h, at 10 µM unless noted. Numbers give growth in % (100 = growth as untreated, 0 = no growth, -100 = all killed).
# HL-60(TB) – HL-60(TB) leukemia cells. 78,000 compounds, 9% hits. AID 1794776; active = growth percent below 10
# The depositor's hits bear a star; & = joins results of further samples; [ ] = another dose, or the depositor's remark. This is a subset; count on the stated rates, not on these rows.
# The opening five entries (preview)
SMILES,HL-60(TB)
COc1ccc(S(=O)(=O)NC2C3c4ccccc4C(c4ccccc43)C2O)cc1OC (configuration not stated),102.8
COc1cc(/C(C)=N/NC(=O)CSc2nc3ccccc3c(=O)n2Cc2ccc(S(N)(=O)=O)cc2)cc(OC)c1OC,100.6
CCCCNC(=O)NS(=O)(=O)c1ccc(N2N=C(c3ccc(C)cc3C)CC2c2ccc(OC)cc2)cc1 (configuration not stated),17.4
CCOC(=O)/C(=C\c1ccc2ccccc2c1)P(=O)(OCC)OCC,8.8*
COc1ccc(/C=N\NC(=O)c2cc(-c3ccc(Cl)cc3)n(-c3ccc(OC)cc3)n2)cc1,93.1

# The listing (from the top)
SMILES,HL-60(TB)
COc1ccc(S(=O)(=O)NC2C3c4ccccc4C(c4ccccc43)C2O)cc1OC (configuration not stated),102.8
COc1cc(/C(C)=N/NC(=O)CSc2nc3ccccc3c(=O)n2Cc2ccc(S(N)(=O)=O)cc2)cc(OC)c1OC,100.6
CCCCNC(=O)NS(=O)(=O)c1ccc(N2N=C(c3ccc(C)cc3C)CC2c2ccc(OC)cc2)cc1 (configuration not stated),17.4
CCOC(=O)/C(=C\c1ccc2ccccc2c1)P(=O)(OCC)OCC,8.8*
COc1ccc(/C=N\NC(=O)c2cc(-c3ccc(Cl)cc3)n(-c3ccc(OC)cc3)n2)cc1,93.1
CC(=O)Nc1ccc(/C=N/Nc2ccc([N+](=O)[O-])cn2)cc1,116.9
CCOC(=O)C1(c2ccccc2)C(=O)Oc2ccccc21 (configuration not stated),101.1
CC(O)CN1CCN(CC(C)O)C(C)C1 (configuration not stated),102.2
c1ccc2c(c1)oc1cc3sccc3nc12,103.1
CCOC(=O)c1cc2c(n1Cc1cc(OC)cc(OC)c1)-c1nc(N)sc1CCC2,105.8

# For convenience, 5 of the compounds above:
SMILES,HL-60(TB)
CCCCNC(=O)NS(=O)(=O)c1ccc(N2N=C(c3ccc(C)cc3C)CC2c2ccc(OC)cc2)cc1 (configuration not stated),17.4
CCOC(=O)/C(=C\c1ccc2ccccc2c1)P(=O)(OCC)OCC,8.8*
COc1ccc(/C=N\NC(=O)c2cc(-c3ccc(Cl)cc3)n(-c3ccc(OC)cc3)n2)cc1,93.1
CC(=O)Nc1ccc(/C=N/Nc2ccc([N+](=O)[O-])cn2)cc1,116.9
CCOC(=O)C1(c2ccccc2)C(=O)Oc2ccccc21 (configuration not stated),101.1

# Some of the entries so far, with each value named:
COc1ccc(S(=O)(=O)NC2C3c4ccccc4C(c4ccccc43)C2O)cc1OC (configuration not stated)
- HL-60(TB): 102.8

CC(=O)Nc1ccc(/C=N/Nc2ccc([N+](=O)[O-])cn2)cc1
- HL-60(TB): 116.9

COc1cc(/C(C)=N/NC(=O)CSc2nc3ccccc3c(=O)n2Cc2ccc(S(N)(=O)=O)cc2)cc(OC)c1OC
- HL-60(TB): 100.6

CCCCNC(=O)NS(=O)(=O)c1ccc(N2N=C(c3ccc(C)cc3C)CC2c2ccc(OC)cc2)cc1 (configuration not stated)
- HL-60(TB): 17.4

# Carrying on.
SMILES,HL-60(TB)
CCOC(=O)c1c(C)n(-c2ccc(Cl)cc2)c2ccc(OC(=O)/C=C/c3ccccc3)cc12,57.1
OCCN=Cc1ccccc1,104.8
Brc1cc2c(cc1C1OCCO1)OCO2,162.9
O=C1c2c(c3c4cc(F)ccc4oc3c3[nH]c4ccccc4c23)C(=O)N1O,41.8
CCCCn1c(=O)c(C(c2c(O)c3ccccc3oc2=O)c2cn(C)c3ccccc23)cc2cc(Cl)ccc21 (configuration not stated),103.3
CN(C)CCNc1cc2sc(NC(=O)c3ccccc3)nc2cn1,82.3
O=C(Nc1ccc2ccccc2c1)c1cccc(F)c1,100.5
Cc1ccc(NC(=O)N2CCN(C)CC2)cc1NC(=O)N1CCN(C)CC1,103.7
COc1ccc(-c2ccn(CC(O)CN3CCOCC3)n2)cc1OC1CCCC1 (configuration not stated),119.1
CC1(C)C=C2[C@H]3C[C@@H](O)[C@@H]4[C@@]5(C)C[C@@H](O)[C@H](O)C(C)(C)[C@@H]5CC[C@@]4(C)[C@]3(C)CC[C@@]2(C)CC1,114.2[9 µM]
COC(=O)C1=C(C)NC(C)=C(C(=O)OC)C1c1c(-c2ccccc2)nc2sccn12,94.0
COc1ccc(/C=C2\Cc3cc4c(cc3C2=O)OCO4)cc1OC,64.6
O=C1NC(=S)N/C1=C\c1ccco1,98.6
COc1ccccc1-c1c(-c2ccccc2)c[nH]c1C(N)=O,95.8
N#CC1CCc2c(c(-c3cn[nH]c3C(F)(F)F)nc3c(F)cc4[nH]ncc4c23)C1 (configuration not stated),47.0
CO[C@H](C(=O)[C@@H](O)[C@@H](C)O)[C@@H]1Cc2cc3cc(OC4CC(OC5CC(O)C(O)C(C)O5)C(O)C(C)O4)c(C)c(O)c3c(O)c2C(=O)[C@H]1OC1CC(OC2CC(OC3CC(C)(O)C(O)C(C)O3)C(O)C(C)O2)C(O)C(C)O1 (some centres not stated),3.9*
Nc1ccc(N=Nc2ccc(S(=O)(=O)Nc3ccccn3)cc2)c(N)n1,115.7
COc1ccc(/C=C/C(=O)c2c(O)cc(OC)cc2OC)cc1,69.4
COc1ccc(C2C=C(c3ccc(N)cc3)N=C3SC=C(C)N32)cc1OC (configuration not stated),102.3
CCOC(=O)Nc1cccc(-n2cnc3cc(-c4ccc(O)cc4)ccc32)c1,2.9*
CC1=C(C#N)C2=NN3CC(c4ccccc4)=NC3=NN2C(c2ccccc2)=C1,117.9
COc1cc2ncnc(Nc3ccc(S(=O)(=O)Nc4nccs4)cc3)c2cc1OCCCN1CCN(c2ccc([N+](=O)[O-])cc2)CC1,101.6
CCOC(=O)C1=C(C)N=C2SC=C(c3ccccc3)N2[C@H]1c1cn(-c2ccccc2)nc1-c1ccccc1,69.3
c1ccc(C(Nc2cccnc2)c2ccccc2)cc1,83.8
Cn1cc(-c2nnc(N)nc2-c2c[nH]c3ccc(F)cc23)c2cccnc21,10.2
O=C(O)CC(NC(=O)OCc1ccccc1)C(=O)O (configuration not stated),96.9
CC1CCC(NC(=O)N(CCCl)N=O)CC1 (configuration not stated),91.9
C/C(=N\N=C\c1cc([N+](=O)[O-])ccc1Cl)c1ccc2c(c1)Nc1ccccc1S2,84.6
CCOC(=O)c1cc(C(N)=O)n2ccc(-c3ccncc3)cc12,102.2
COc1cc2oc(-c3cccc(NC(=O)c4ccc(Cl)cc4)c3)cc(=O)c2c(OC)c1OC,61.0
COc1ccc2[nH]c(C(=O)OCc3ccc4cccc(O)c4n3)cc2c1,-36.8*
CC[N+]12CN3CN(CN(C3)C1)C2,93.2
O=C1NC(=O)C(CN2C(=O)C3(c4ccccc42)[C@H](Cl)C(=O)N3c2ccccc2)C(=O)N1 (some centres not stated),85.4
O=C(NCCc1ccccc1)c1nnn(-c2ccccc2)c1-c1ccco1,94.1
O=c1c2cc(-c3ccc(F)cc3F)ccc2n(Nc2ccccc2)c(=O)n1-c1cccc(C(F)(F)F)c1,-45.5*
N#Cc1c(-c2ccc(F)cc2)nc(SCc2ccc(F)cc2)nc1N1CCNCC1,-7.8*
O=C(O)c1ccc(-c2nn(-c3ccc(C(F)(F)F)cc3)cc2CNc2ccccc2)cc1,119.6
CCn1cc(C(=O)NN=C2CCCCCC2)c(=O)c2ccc(C)nc21,80.2
CC1(C)CC[C@]2(C(=O)O)CC[C@]3(C)C(=CCC4[C@@]5(C)C[C@@H](O)[C@@H]6OC(c7ccccc7Br)OC[C@@]6(C)C5CC[C@]43C)C2C1 (some centres not stated),4.1*
CCN1C(=O)N(CC)C2C1NN=c1s/c(=C\c3ccc(Cl)cc3Cl)c(=O)n12 (configuration not stated),-52.1*
COc1ccc(N2N=C(c3ccc4c(c3)OCCO4)CC2c2cccc(NC(=O)CCCNS(=O)(=O)c3ccc(F)cc3)c2)cc1 (configuration not stated),80.5
Oc1c(Cl)cc(Cl)cc1C1N=NC2=C(CCCC2)N1O (configuration not stated),86.7
CN(C)c1ccc(-c2cc(-c3cccc(Br)c3)n[nH]2)cc1,86.3
Nc1ccc(C2=Nc3cccc4cccc(c34)S2)cc1,76.7
C(=N\Nc1ncc(-c2cc3cc4c(cc3o2)OCO4)s1)/c1cccs1,81.4
CCc1c(C)c2ccc(O)c(C(=O)/C=C/c3cc(OC)c(OC)c(OC)c3)c2oc1=O,93.6
CC(C)CCC1(CCBr)C(=O)NC(=Nc2ccccc2)NC1=O (configuration not stated),102.3
O=C(O)c1ccc(-n2cc(CNc3ccc(Oc4ccccc4)cc3)c(-c3ccccc3)n2)cc1,92.5
Nc1nn(-c2cccc(C(F)(F)F)c2)c2cccc[n+]12,71.5
CCNC(=S)NNC(=S)N/N=C/c1cc(OC)c(OC)c(OC)c1,101.6

# Further entries:
SMILES,HL-60(TB)
C/C(=N\NC(=S)Nc1cc(C)ccc1Cl)c1cc2ccccc2oc1=O,97.9
CC1=C[S+](c2ccccc2)c2cccc3cc4ccccc4c1c23 (configuration not stated),-50.3*
C/C(=N/NC(N)=O)C1CC2CCC1CC2 (configuration not stated),63.2
O=[N+]([O-])c1ccc(NCSc2ccc(Cl)cc2)cc1,83.2
Cc1ccc2c(c1)c(=O)n(-c1ccccc1)c1nnc(-c3ccccc3F)n21,94.1
Brc1cn2ccnc2c(-c2ccco2)n1,116.2
COc1ccc2[nH]c(O)c(N=NC(=O)Cn3c(-c4ccccc4)nc4cc(C)ccc43)c2c1,-50.8*
COc1cc2ccc(CC(=O)O)cc2cc1OC,94.3
COc1cc2ncnc(Nc3ccc(O[C@H]4CO[C@H]5[C@@H]4OC[C@@H]5O)c(Cl)c3)c2cc1OC,100.4
CS(=O)(=O)c1ccc(C(=O)C2C(=O)CCCC2=O)c(Cl)c1COCC(F)(F)F,109.8
COc1cccc(/C=N\NC(=O)C(=O)N/N=C\c2cccc(OC)c2O)c1O,59.1
CSc1nnnn1-c1ccccc1,98.6
CC(C)Nc1cc(-c2c[nH]c(C(=O)N[C@H](CO)c3cccc(Cl)c3)c2)c(Cl)cn1,3.3*
Cc1ccc(/C=C2/SC(=S)N(CCc3ccc(O)cc3)C2=O)o1,42.2
O=C(Nc1ccccc1Cl)N1CCC2N(C(=O)Nc3ccccc3Cl)CCC3N(C(=O)Nc4ccccc4Cl)CCC1N23 (configuration not stated),108.0
NCC(O)c1ccc(Cl)cc1 (configuration not stated),96.4
O=S(=O)(c1ccccc1F)N1CCN(c2nccc(-c3c(-c4cccc(F)c4)nc4sccn34)n2)CC1,83.8
O=C(c1ccc(CSc2ccc(Cl)cc2)o1)N1CCOCC1,107.2
C=CC(O)P(=O)(OC)OC (configuration not stated),84.3
OC(COc1cccc2ccccc12)CN1CCN(c2ccc(Cl)cc2)CC1 (configuration not stated),75.2&55.5
C[n+]1c(/C=C/c2ccc([N+](=O)[O-])cc2)ccc2ccccc21,99.3
CN(C)Cc1c[nH]c2nccnc12,101.9
COc1cc(/C=C\c2cccnc2Nc2cc(OC)c(OC)c(OC)c2)cc(OC)c1OC,81.7
COc1ccc(-c2oc(=O)ccc2-c2cc(OC)c(OC)c(OC)c2)cc1O,-58.9*
Cc1cc(C)cc(Nc2ccc([N+](=O)[O-])c(NCCN3CCOCC3)n2)c1,-13.9*
O=S(=O)(NCCCNc1nccc(-c2c(-c3ccc(F)c(O)c3)nc3sccn23)n1)c1ccc(Cl)cc1,83.1
CCN(C(=S)Nc1cccc2ccccc12)c1ccccc1,85.6
CC(C)c1ccc(COCc2cc(CN3CCCC3)c(O)c3ncccc23)cc1,-20.3*
CC1=C(C)C[C@@]2(Cc3ccccc3C2=O)S(=O)C1 (some centres not stated),94.3
N#Cc1cnn2c(=O)[nH]cnc12,84.7
CCSCCC(NC(C)=O)/C(C)=N/NC(N)=S (configuration not stated),93.9
C/C(=C\c1ccn(-c2ccc(N)c(F)c2)n1)[C@@H]1C[C@@H]2O[C@]2(C)CCC[C@H](C)[C@H](O)[C@@H](C)C(=O)C(C)(C)[C@@H](O)CC(=O)O1,5.4*
COc1cc(CNC(=O)/C=C/c2ccccc2)ccc1OCc1cn(-c2ccccc2F)nn1,103.0
Cc1ccc2c(-c3nnc(N)s3)cc(=O)oc2c1C,100.5
CSc1nccnn1,98.2
COc1cc(C2c3cc(O)c(OC)cc3CC3C(=O)OCC32)ccc1O (configuration not stated),93.7
Cc1ccc(Oc2nc3ccccc3cc2-c2nnc(Cc3ccccc3)o2)cc1,70.1
C/C(CC(=O)NNc1ccc([N+](=O)[O-])cc1)=N\Nc1ccc([N+](=O)[O-])cc1,28.8
CCCCCC/C=N/Nc1ccc([N+](=O)[O-])cc1[N+](=O)[O-],79.9
CCN(CC)C(=O)COc1ccc(Cl)cc1C,107.1
N#Cc1c(-c2ccc(F)cc2)nc(NNC(N)=S)nc1N1CCOCC1,83.9
CN1C(=O)/C(=C/c2ccc(C(=O)Nc3ncc(Cc4ccccc4Cl)s3)cc2)SC1=S,73.1
O=c1cc(/C=N\Nc2nc(-c3ccc(Cl)cc3)cs2)c2cc(Cl)ccc2o1,94.6
CCCCCCNC(=O)Oc1ccc(/C(=C(/C)Cc2ccc(OC)cc2)c2ccc(OCCN3CCOCC3)cc2)cc1,91.4
CN1Cc2c(cc(CN3CCCCC3)n2C)C(c2ccc(Br)cc2)C1 (configuration not stated),83.8
O=c1cc(-c2ccccc2)oc2ccc(O)cc12,86.8
CC1(C)CC(C#N)C(=O)O1 (configuration not stated),112.5
N#C/C(=C\C=C\c1ccccc1)c1nc(-c2ccc(Cl)cc2)cs1,70.2
CCN1C(=O)N(CC)C2C1NN=c1s/c(=C\c3cc4ccccc4[nH]3)c(=O)n12 (configuration not stated),-62.0*
C/C(=N\NC(=S)Nc1ccccc1)c1sc(Nc2cccc(Cl)c2)nc1C,81.1

# Following part
SMILES,HL-60(TB)
Cc1ccc(C(=O)c2cnc(=S)[nH]c2-c2ccc(Br)cc2)cc1,104.3
O=C1N(c2ccccc2)c2ccccc2[C@]12Oc1ccccc1[C@H]1CC(c3ccc(F)cc3)=NN12,78.8
CC1=NN(c2ccc(Cl)cc2)C(=O)C1,101.6
Cn1c([N+](=O)[O-])cnc1/C=C1\Oc2ccc(Br)cc2C1=O,-12.0*
CNC(=O)c1nc(Nc2ccc(NC(=O)Nc3ccc(Cl)c(C(F)(F)F)c3)cc2)c2ccccc2n1,97.0
S=C=NCC1CC2(Cl)CC1(Cl)C(Cl)=C2Cl (configuration not stated),94.2
CC1=C(C(=O)Nc2ccc(F)cc2)C(c2ccc(F)cc2)C2=C(CC(C)(C)CC2=O)N1 (configuration not stated),121.2

# From PubChem
